FLuc inh – inhibitors of firefly (Photinus pyralis) luciferase; AID 1347043; 2.5% of 76,000 active; purified P. pyralis luciferase, luminescence, biochemical; Potency, µM (top dose mostly 115 µM), for the others: top-dose activity change, negative = inhibition, hits mostly inhibitors; note: potency is the fitted concentration of half-maximal effect; nearly all actives have a fitted effect of over 65% in size
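Luminescence read by CCD imaging after purified firefly luciferase (10nM final) was added to substrate buffer holding 10uM D-luciferin and 10uM ATP, pH 7.5, pre-dosed with compound.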
SNCA expr inh – inhibitors of alpha-synuclein (SNCA) gene expression; HEK-293 SNCA-luciferase knock-in, luminescence, 24 h; Potency, µM (series often up to 57.2 µM), for the others: at the top dose activity change, negative = inhibition, usual class: inhibitors; 0.17% of 140,000 active;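 note: potency is the fitted concentration of half-maximal effect; plate controls were DMSO cells for no effect and cell-free wells for full effect; nearly all actives have a fitted effect of over 45% in size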
NIH3T3 tox – cytotoxic compounds in NIH 3T3 cells | NIH 3T3 viability, CellTiter-Glo ATP luminescence, 48-72 h | Potency, µM (top dose mostly 96.7 µM), for inactives: at the highest dose activity change, negative = cytotoxicity, hits mostly inhibitors | 4.3% of 94,000 active | AID 1345082; note: potency is the fitted concentration of half-maximal effect; nearly all actives have a fitted effect of over 55% in size
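NIH 3T3 cells at 400 cells/well received 23 nL of compound by pintool and were incubated 48 or 72 h at 37 °C. Viability was read as ATP-coupled CellTiter-Glo luminescence.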
HEK cytotox – cytotoxic compounds in HEK 293 cells | HEK 293 viability, ATP luminescence (CellTiter-Glo), 48-72 h | Potency, µM (top dose mostly 115 µM), for the others: at the highest dose activity change, negative = cytotoxicity, hits mostly inhibitors | 6.6% of 94,000 active | AID 1345083; note: potency is the fitted concentration of half-maximal effect; nearly all actives have a fitted effect of over 60% in size
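qHTS cytotoxicity; HEK 293, 250 cells/well; compound pinned; 48 or 72 hr, 37 degree Celsius, 5% CO2, 95% humidity; CellTiter-Glo, 10 min RT; luminescence (ATP).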
IP6K1 inh – blocks human inositol hexakisphosphate kinase 1; 0.81% of 140,000 active; activity change, % (series mostly up to about 58 µM); IP6K1 kinase, ADP-Glo luminescence, 2 h; hits give low values; Q92551; in the data active = activity change below about -25%
Target sequence (Q92551 whole entry, looked up): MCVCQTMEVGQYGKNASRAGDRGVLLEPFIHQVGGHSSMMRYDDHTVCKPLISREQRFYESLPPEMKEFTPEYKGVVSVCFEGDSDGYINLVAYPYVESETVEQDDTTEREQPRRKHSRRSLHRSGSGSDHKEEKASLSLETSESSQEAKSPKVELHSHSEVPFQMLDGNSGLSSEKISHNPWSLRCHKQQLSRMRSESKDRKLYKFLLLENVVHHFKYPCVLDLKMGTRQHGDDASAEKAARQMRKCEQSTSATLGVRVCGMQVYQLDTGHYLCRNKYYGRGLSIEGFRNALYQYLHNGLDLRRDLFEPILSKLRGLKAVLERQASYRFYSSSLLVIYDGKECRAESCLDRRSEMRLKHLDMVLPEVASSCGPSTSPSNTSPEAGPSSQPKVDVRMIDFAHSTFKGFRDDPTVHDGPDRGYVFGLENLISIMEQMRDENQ
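ADP-Glo luminescence measures ADP made by human IP6K1 during a 2 h RT reaction with ATP/IP6 (mix at 1.3 mM/130 uM); top library doses 57.5 and 19.1 uM final.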
SNCA viab count – counter-screen for SNCA expression inhibitors: cell viability | HEK-293-SNCA-luc viability, GF-AFC fluorescence, 24 h | Potency, µM (doses to about 57.1 µM), for the others: at the top dose activity change, negative = cytotoxicity, hits mostly cytotoxic | 0.12% of 150,000 active;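 note: potency is the fitted concentration of half-maximal effect; 0% = DMSO-treated cells and -100% = medium-only wells without cells; nearly all actives have a fitted effect of over 30% in size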
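HEK-293-SNCA-luc cells (1500/well) plated 24 h, then exposed 24 h to a dilution series; GF-AFC added 30 min at 37C, fluorescence 405/540 nm; normalised to medium-only and DMSO wells, Hill fit.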
GPT2 inh – GPT2 alanine aminotransferase inhibition | Recombinant GPT2, coupled pyruvate oxidase/HRP Amplex Red fluorescence | 0.25% of 100,000 active | Q8TD30 | Potency, µM (doses to about 57.7 µM), without a hit: at the highest dose activity change, negative = inhibition, actives largely listed as inhibitors; note: potency is the fitted concentration of half-maximal effect; nearly all actives have a fitted effect of over 60% in size; many of its hits are not listed in these tables
Target sequence (Q8TD30 whole entry, looked up): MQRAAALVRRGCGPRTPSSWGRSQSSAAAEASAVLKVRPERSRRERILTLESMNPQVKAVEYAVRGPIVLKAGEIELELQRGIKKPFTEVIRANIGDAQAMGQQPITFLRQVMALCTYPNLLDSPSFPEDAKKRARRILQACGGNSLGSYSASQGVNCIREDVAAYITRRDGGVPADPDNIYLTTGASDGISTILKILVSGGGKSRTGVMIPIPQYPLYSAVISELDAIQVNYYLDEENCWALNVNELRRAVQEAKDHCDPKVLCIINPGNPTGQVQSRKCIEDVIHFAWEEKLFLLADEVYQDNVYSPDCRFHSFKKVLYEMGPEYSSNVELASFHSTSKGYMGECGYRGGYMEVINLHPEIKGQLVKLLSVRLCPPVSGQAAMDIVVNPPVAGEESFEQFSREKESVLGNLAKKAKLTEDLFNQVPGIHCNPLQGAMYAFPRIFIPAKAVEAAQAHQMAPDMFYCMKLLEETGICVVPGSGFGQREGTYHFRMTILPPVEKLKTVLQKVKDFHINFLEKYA
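Fluorescence read-out: pyruvate from GPT2 turnover coupled to pyruvate oxidase, HRP and Amplex Red (0.2mM ThPP, 0.2U/mL PO and HRP, 50uM Amplex final). Substrates 250uM a-KG, 2mM L-alanine; enzyme 10ng/uL; 30 min RT.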
The depositor's hits bear a star; i = inactive; u = inconclusive; x = not tested or not shown; & = joins results of further samples; [ ] = dose if it differs, or a comment. Unless noted, calls come from the whole dose curve; as a rule, active = well fitted curve in the direction sought with a large enough effect; inconclusive = small, poorly fitted or top-dose-only effect, or another doubt; inactive = no such curve, though single readings can be large; an effect the other way counts as inactive or inconclusive. Unless noted, % is set by controls: 0 for no effect and ±100 for the full control effect. An excerpt; rates above refer to the full screens.

SMILES | FLuc inh | SNCA expr inh | NIH3T3 tox | HEK cytotox | IP6K1 inh | SNCA viab count | GPT2 inh
CC(C)(CC(=O)O)CC(=O)N1C[C@@H]2C[C@H](C1)c1ccc(-c3cccc(C#N)c3)c(=O)n1C2 | -3%[172 µM] | -5%[87.6 µM] | -1%[174 µM] | 3%[172 µM] | 4 | -7%[87.6 µM] | i
CCOCCCNC(=O)N1[C@H]2CC[C@@H]1c1cnc(-c3ccccc3)nc1C2 | 0% | -2% | -32% | u | 11 | -20% | 2%
Cc1ncc2c(n1)C[C@@H]1CC[C@H]2N1 | 6% | 4% | -1% | -4% | 15 | 1% | i
N#Cc1cccc(NC(=O)c2sc3nc4c(cc3c2N)N2CCC4CC2)c1 | x | 198%[activator] | x | x | 22 | -11% | x
O=C1NCCCCCCN(Cc2ccncc2F)[C@H]2CCC[C@@H]12 | -4% | 11% | u | u | 6 | -7% | i
Cc1cccc(Cn2cccc(C(=O)Nc3nc4ccccc4s3)c2=O)c1 | x | 155%[activator] | x | x | 5 | 10% | x
O=C(NCCc1ccccc1)N1[C@H]2CC[C@@H]1c1cncnc1C2 | 0% | 11% | 2% | 3% | -2 | -2% | i
CSCC(=O)Nc1ccc(=O)n2c1[C@@H]1C[C@@H](CN(C(=O)NC3CCCCC3)C1)C2 | 6%[172 µM] | 18%[87.6 µM] | 2%[174 µM] | -5%[172 µM] | 21 | -8%[87.6 µM] | -9%[88.5 µM]
O=S(=O)(NC[C@H]1C[C@@H]2CCN1C[C@@H]2CN1CCOCC1)c1cccs1 | -4%[172 µM] | 4%[87.6 µM] | 4%[174 µM] | i | -8 | 1%[87.6 µM] | -1%[88.5 µM]
C=CCN(C)C[C@H]1CN2CC[C@H]1C[C@@H]2CNC(=O)Nc1ccsc1 | 10%[172 µM] | -3%[87.6 µM] | u | -5%[172 µM] | 1 | -16%[87.6 µM] | 3%[88.5 µM]
CCCCc1cn(C[C@H]2CC3CCN2C[C@@H]3C(=O)NCCOC)nn1 (stereo partly specified) | 0%[172 µM] | 5%[87.6 µM] | 2%[174 µM] | i | 14 | 2%[87.6 µM] | 2%[88.5 µM]
Cc1cccc(-n2c(/C=C/c3cccc4ccccc34)nc3ccccc3c2=O)c1 | x | -9% | x | x | -9 | u | x
COc1ccc(NC(=O)OC[C@H]2C[C@@H]3CCN2C[C@@H]3c2cc(-c3ccc(N(C)C)cc3)nc(C)n2)cc1 | -6% | u | 16µM* | 18µM* | 12 | u | i
CCOC(=O)[C@H]1CN(C(=O)c2ccc(Cl)cc2)[C@]2(C)C(=O)N(CCOC(C)=O)c3ccccc3[C@H]12 | x | -16%[25.6 µM] | -24%[46.1 µM] | u | 4 | 7%[23.9 µM] | -14%[27.3 µM]
CC(C)CCN1CCC2(CC1)C(=O)Nc1ccccc12 | x | 8%[87.6 µM] | -21%[138 µM] | -38%[172 µM] | 2 | -9%[87.6 µM] | -6%[88.5 µM]
O=C(Cc1ccc(Cl)cc1)N1Cc2ccccc2CC2(CCCN2CC2CCNC2)C1 (stereo unspecified) | x | -1% | 16µM* | 28µM* | -11 | -21% | i
CCn1c(CO)nnc1C1CC(NC(=O)c2cnn(Cc3ccccc3)c2)C1 (stereo unspecified) | 5% | u | -2% | -11% | 3 | 3% | -10%[11.5 µM]
Cc1conc1CN1CC2(C1)NC(=O)c1ccccc1O2 | -2%[172 µM] | -2%[87.6 µM] | -9%[138 µM] | -25%[172 µM] | 9 | -2%[87.6 µM] | -12%[88.5 µM]
CN(CC1CCCCC1)C1CCc2ccccc2C1 (stereo unspecified) | 2%[172 µM] | -14%[87.6 µM] | -15%[138 µM] | -8%[172 µM] | -17 | -7%[87.6 µM] | -13%[88.5 µM]
O=C(Cc1ccc(F)cc1)N1CCN(C2CCN(CCc3ccccc3)C2=O)CC1 (stereo unspecified) | 0% | 4% | -20% | -4% | 10 | u | -9%
C[C@@H]1O[C@H](C[N+](C)(C)C)CS1 | x | -21% | x | x | x | -3% | -1%
O=C(C1CCCCC1)N1[C@H]2CC[C@@H]1c1cnc(-c3ccccc3)nc1C2 | 1% | 0% | -9% | 4% | 2 | -9% | i
CCCCCn1cc(C(=O)Cc2ccccc2OC)c2ccccc21 | x | x | x | x | 7 | -11% | -24%
CC(=O)Nc1ccc(-c2ccc(=O)n3c2[C@@H]2C[C@@H](CN(C(=O)CN(C)C)C2)C3)cc1 | -1%[172 µM] | -19%[87.6 µM] | 0%[174 µM] | -1%[172 µM] | 2 | 2%[87.6 µM] | -2%[88.5 µM]
Cc1noc(C)c1S(=O)(=O)N1[C@H]2CC[C@@H]1c1cnc(-c3ccccc3)nc1C2 | 2% | 7% | -26% | u | 7 | -6% | 4%
COCC(=O)NC[C@H]1C[C@@H]2CCN1C[C@@H]2c1cc(-c2ccc(OC)cc2)nn1C | -4%[172 µM] | -6%[87.6 µM] | -13%[174 µM] | -11%[172 µM] | 1 | 1%[87.6 µM] | 1%[88.5 µM]
Fc1ccc(C(OCCN2CCN(CCCc3ccccc3)CC2)c2ccc(F)cc2)cc1 | x | u | x | x | 2 | -20% | -17%
COc1ccc(OCC(=O)N2CCN(Cc3cc(=O)n4nc(-c5ccc(OC)cc5)sc4n3)CC2)cc1 | x | -15% | x | x | -10 | 0% | x
CCC(C)(O)C1(C(=O)O)COC(=O)C1 (stereo unspecified) | x | x | x | x | -10 | -4%[87.6 µM] | i
COC(=O)C(Cl)C(=O)OC | x | 12%[25.6 µM] | x | x | 21 | 13%[23.9 µM] | u
COc1ccc(NC(=O)NC[C@H]2C[C@@H]3CCN2C[C@@H]3CN2CCN(c3ncccn3)CC2)cc1 | 3% | 5% | -3% | -2% | -8 | 5% | -6%
CN1C(=O)CN=C(c2ccccc2Cl)c2cc(Cl)ccc21 | x | x | x | x | -9 | 6% | -26%
COC1CC(O[C@H]2CC[C@]3(C)C4CC[C@]5(C)[C@@H](C6=CC(=O)OC6)[C@@H](OC(C)=O)C[C@]5(O)C4CC[C@@H]3C2)OC(C)C1O[C@@H]1O[C@H](CO)[C@@H](O)[C@H](O)[C@H]1O (stereo partly specified) | x | x | x | x | 12 | -36%[23.9 µM] | i
CS[C@]1(CO)C(=O)N2[C@H]3C(=CC=C[C@@H]3O)C[C@@]2(SC)C(=O)N1C | x | x | x | x | 10 | -12% | -7%[27.3 µM]
O=C1CO[C@H]2CN(Cc3ccco3)C[C@H]2N1Cc1cccnc1 | 10%[172 µM] | 10%[87.6 µM] | 3%[174 µM] | 1%[172 µM] | -3 | -3%[87.6 µM] | -3%[88.5 µM]
Cc1nc(-c2ccc(C(F)(F)F)cc2)cc([C@H]2CN3CC[C@H]2C[C@@H]3CNC(=O)CCCC(=O)O)n1 | -5% | -25% | -9% | -5% | 3 | 5% | 1%
C=C(C)[C@@H]1[C@H]2OC(=O)[C@H]1[C@]1(O)C[C@H]3O[C@]34C(=O)O[C@H]2[C@]14C | x | x | x | x | 0 | 1% | i
COc1ccccc1CNC(=O)CN1CCCC1=O | -12% | 26% | -9% | 1% | -6 | 1% | i
Cc1ccc(NC(=O)CN2C(=O)CN=C(c3ccccc3)c3ccccc32)cc1Cl | x | u | x | x | -14 | -14% | x
COc1ccc(-c2cn(C[C@H]3C[C@@H]4CCN3C[C@@H]4C(=O)N3CCOCC3)nn2)cc1 | -4%[172 µM] | u | -4%[174 µM] | -10%[172 µM] | 18 | 11%[87.6 µM] | 0%[88.5 µM]
COCC1CN(C)CC12CCN(Cc1ccncc1F)CC2 (stereo unspecified) | 0% | -9% | -11% | -7% | 4 | 6% | 3%
CCC(CC)C(=O)NC[C@H]1C[C@@H]2CCN1C[C@@H]2c1cc(-c2ccc(OC)c(OC)c2)nn1C | 0% | 13% | -1% | 1% | 4 | 5% | -4%
O=C(Oc1ccc([N+](=O)[O-])cc1)N1CCN(Cc2cccc(Oc3ccccc3)c2)CC1 | x | u | x | x | 25 | -7%&8% | -8%&-3%
Cc1cccc(-n2c(/C=C/c3ccccc3O)nc3ccccc3c2=O)c1 | x | u | x | x | -1 | u | x
Cn1nc(-c2ccc(F)cc2)cc1[C@H]1CN2CC[C@H]1C[C@@H]2CNC(=O)c1ccc2c(c1)OCO2 | 0% | u | u | u | 4 | 1% | 3%
O=C(N/N=C/c1ccc([N+](=O)[O-])o1)c1cc([N+](=O)[O-])cc([N+](=O)[O-])c1O | x | -19%[25.6 µM] | x | x | 5 | 20%[23.9 µM] | i
O=C(NC[C@H]1C[C@@H]2CCN1C[C@@H]2CN1CCC(Cc2ccccc2)CC1)Nc1ccsc1 | 1% | u | u | u | -1 | u | 3%
CN(CCc1ccccn1)C[C@H]1CN2CC[C@H]1C[C@@H]2CNC(=O)c1ccc2c(c1)OCO2 | -5% | 5% | -23% | -21% | -6 | 1% | -18%
CC(C)N1CC2CCC(C1)N2S(=O)(=O)C1CC1 | x | -26%[87.6 µM] | i | i | 6 | -16%[87.6 µM] | -6%[88.5 µM]
CN(C)CCc1c[nH]c2ccc(O)cc12 | x | -10% | x | x | -2 | 31% | i
COc1ccc(-c2ccc3n(c2=O)C[C@H]2C[C@@H]3CN(S(C)(=O)=O)C2)cc1 | -13%[172 µM] | 14%[87.6 µM] | -34%[174 µM] | 1%[172 µM] | -5 | 1%[87.6 µM] | i
COC1CN(c2cccc(F)c2)C12CCNCC2 (stereo unspecified) | -2% | 34%[activator] | -12% | u | 2 | 0% | i
C=CCN(C)C(=O)[C@H]1CN2CCC1C[C@@H]2Cn1cc(-c2ccc(C(C)(C)C)cc2)nn1 (stereo partly specified) | u | u | u | 100µM* | 2 | -8%[87.6 µM] | -1%[88.5 µM]
Cn1nc(-c2ccc(F)cc2)cc1[C@H]1CN2CC[C@H]1C[C@@H]2CNC(=O)c1cccs1 | -16%[172 µM] | u | 56µM* | 45µM* | -5 | -19%[87.6 µM] | u
CCCC12CN3CC(CCC)(CN(C1)C3c1ccccn1)C2=O (stereo unspecified) | x | 7% | x | x | -5 | 7% | x

Profiles as entered above:
`O=C(N/N=C/c1ccc([N+](=O)[O-])o1)c1cc([N+](=O)[O-])cc([N+](=O)[O-])c1O` is listed as FLuc inh: x; SNCA expr inh: -19%[25.6 µM]; NIH3T3 tox: x; HEK cytotox: x; IP6K1 inh: 5; SNCA viab count: 20%[23.9 µM]; GPT2 inh: i
`CN(CCc1ccccn1)C[C@H]1CN2CC[C@H]1C[C@@H]2CNC(=O)c1ccc2c(c1)OCO2` is listed as FLuc inh: -5%; SNCA expr inh: 5%; NIH3T3 tox: -23%; HEK cytotox: -21%; IP6K1 inh: -6; SNCA viab count: 1%; GPT2 inh: -18%
